BioA inh – blocks M. tuberculosis BioA enzyme activity. purified M. tuberculosis BioA enzyme, plate reader. inhibition, % at 9.99 µM. hit rate 0.096% among 360,000. AID 602481; in the data active means inhibition above about 40%; inconclusive means no clear call, values can overlap the other calls
FadD28 binding – blocks FadD28 binding to the bisubstrate probe. fluorescence polarization. inhibition, % at 12.5 µM. hit rate 0.22% among 360,000; in the data active means inhibition above about 8.5%, passing the limit was not always enough; inconclusive means no clear call, values can overlap the other calls
BoNT-F LC inh – inhibitors of Botulinum neurotoxin F light chain protease. Multiplex microsphere protease cleavage assay, flow cytometry. hit rate 0.22% among 360,000. inhibition, % at 10 µM; in the data active means inhibition above about 35%, passing the limit was not always enough; inconclusive means no clear call, values can overlap the other calls; further: plate controls were buffer without enzyme for full effect and enzyme alone for no effect
MazF activator – activators of E. coli MazEF toxin-antitoxin RNase; FAM/BHQ RNA-DNA oligo cleavage fluorescence, 5 h; activation, % at 20 µM; hit rate 0.32% among 350,000; in the data active means activation above about 50%
Target sequence (P0AE70 whole entry, looked up): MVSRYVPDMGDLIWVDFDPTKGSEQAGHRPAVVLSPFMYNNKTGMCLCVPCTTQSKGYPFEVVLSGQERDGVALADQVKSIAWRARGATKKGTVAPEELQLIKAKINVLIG
PrPC surface inh – reduces human prion protein on the cell surface; cell surface PrPC, TR-FRET read-out; inhibition, % at 13.8 µM; hit rate 0.43% among 370,000; AID 720596; in the data active means inhibition above about 24%; further: 0% = median of the test wells and 100% = reference compound wells
Mtb FBA inh – inhibits M. tuberculosis FBA enzyme | purified M. tuberculosis FBA, fluorescence read-out | inhibition, % at 1 µM | hit rate 2.3% among 360,000 | AID 588726; in the data active means inhibition above about 27%;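 further: 0% = vehicle and 100% = reference inhibitor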
Target sequence (P9WQA3 whole entry, looked up): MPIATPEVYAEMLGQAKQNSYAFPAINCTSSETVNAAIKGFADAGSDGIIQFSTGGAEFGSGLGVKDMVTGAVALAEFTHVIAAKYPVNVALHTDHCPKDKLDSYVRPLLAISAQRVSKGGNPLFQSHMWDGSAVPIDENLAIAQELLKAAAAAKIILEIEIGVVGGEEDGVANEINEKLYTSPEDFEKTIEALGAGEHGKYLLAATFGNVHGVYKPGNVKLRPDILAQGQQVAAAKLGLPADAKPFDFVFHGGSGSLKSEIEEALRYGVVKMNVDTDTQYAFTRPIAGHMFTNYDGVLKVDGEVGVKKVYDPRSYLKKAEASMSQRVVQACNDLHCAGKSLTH
Rv3671c inh – inhibits the M. tuberculosis serine protease Rv3671c; P9WHR9; inhibition, % at 5.96 µM; hit rate 0.048% among 320,000; AID 2606; in the data active means inhibition above about 38%;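 further: extracellular domain of Rv3671c used as enzyme; 0% = enzyme with DMSO and 100% = no enzyme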
Mtb UGM inh – blocks M. tuberculosis UGM enzyme | purified UGM, fluorescence polarization probe displacement | inhibition, % at 10 µM | hit rate 0.06% among 320,000; in the data active means inhibition above about 10%, passing the limit was not always enough; inconclusive means no clear call, values can overlap the other calls
Target sequence (P9WIQ1 whole entry, looked up): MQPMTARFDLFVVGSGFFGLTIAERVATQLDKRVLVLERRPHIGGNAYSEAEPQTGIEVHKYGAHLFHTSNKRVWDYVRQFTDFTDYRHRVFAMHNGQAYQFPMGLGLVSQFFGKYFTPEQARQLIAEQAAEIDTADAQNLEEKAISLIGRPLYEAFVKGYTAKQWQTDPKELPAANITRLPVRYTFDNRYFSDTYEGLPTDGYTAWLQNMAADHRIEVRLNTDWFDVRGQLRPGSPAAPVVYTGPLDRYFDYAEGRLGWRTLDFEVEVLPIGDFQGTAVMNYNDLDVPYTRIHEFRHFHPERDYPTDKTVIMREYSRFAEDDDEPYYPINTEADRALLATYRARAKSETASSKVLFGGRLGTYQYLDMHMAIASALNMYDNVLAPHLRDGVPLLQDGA
GDH-TPI inh – GDH-TPI coupled enzyme inhibition counter-screen; GDH-TPI coupled enzyme counterscreen, NADH absorbance; inhibition, % at 4.8 µM; hit rate 1.2% among 360,000; AID 588335; in the data active means inhibition above about 30%;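 further: 0% = DMSO wells and 100% = wells lacking the enzyme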
The depositor's hits bear a star; ? = inconclusive; · = not tested or not shown; + = active, no number.

item	SMILES	BioA inh	FadD28 binding	BoNT-F LC inh	MazF activator	PrPC surface inh	Mtb FBA inh	Rv3671c inh	Mtb UGM inh	GDH-TPI inh
1	CC(C)(C)NC(=O)CC1C(=O)NCCN1Cc1c(F)cccc1Cl (stereo not given)	·	1.4	-2	-2	0	0	-2	0.6	5
2	O=C(COC(=O)CCC1CCCC1)Nc1ccccc1OC(F)F	·	-0.9	0	7	5	6	-3	-0.3	6
3	CCOc1cc(N2CCOCC2)c(OCC)cc1NC(=O)CN1CCc2ccccc2C1	·	1.2	-6	16	0	1	2	-0.6	-4
4	C=CC[C@@H](CC/C=C/C=C/CC/C=C\[C@@H]1CSC([C@@H]2C[C@@H]2C)=N1)OC	0.2	-2.8	2	3	·	3	2	·	6
5	CC(=O)/C(=N\Nc1ccc(Cl)cc1)Sc1nnc(-c2ccccc2)n1-c1ccccc1	·	-2.6	-2	1	-2	3	11	·	1
6	CCOc1ccc(NS(=O)(=O)c2csc(C(N)=O)c2)cc1	-0.6	-1.6	1	4	7	3	3	1.2	12
7	CCCc1c(O)nc(SCCN(CC)CC)n(C(=O)c2ccccc2)c1=O	3.1	-4.5	-5	2	0	-5	0	1.1	13
8	CCN=C1S/C(=C\c2cn(CC(=O)NCCOC)c3ccccc23)C(=O)N1CC	-0.1	-2.7	-9	3	10	5	0	1.3	7
9	CCOP(=O)(OCC)C(NC(=O)NS(=O)(=O)c1ccc(C)cc1)c1ccccc1 (stereo not given)	-3.3	0.3	12	-2	4	0	2	2.0	3
10	COc1ccccc1/C=N/NC(=O)COCC(=O)N/N=C/c1ccccc1OC	0.4	-2.5	-2	-3	-7	-1	2	0.2	13
11	CCc1nc(N2CCN(C(C)=O)CC2)c(C#N)c2c1COC(C)(C)C2	·	-1.2	1	1	-5	36*	2	0.1	1
12	CCOC(=O)N1CCN(C(=O)C2CCN(c3nnc(-n4cccc4)s3)CC2)CC1	-0.4	-2.9	0	2	2	0	-3	1.7	-1
13	OC[C@@H]1CN(Cc2ccc(F)cc2)C[C@H](n2cnc3c(NCc4ccco4)ncnc32)O1	2.7	0.6	0	·	5	4	·	·	-8
14	COC(=O)c1sccc1NC(=O)c1cc(OC)c(OC)c(OC)c1	0.9	0.9	-4	1	2	3	-3	-0.5	1
15	Cc1cc(=O)oc2cc(OCC(=O)N3CC(=O)Nc4ccccc43)c(Cl)cc12	0.8	-1.5	8	0	1	22	0	-4.2	11
16	O=C(COC(=O)C1(c2ccc(Cl)cc2)CCCC1)NC1CCS(=O)(=O)C1 (stereo not given)	-3.7	-0.8	-10	2	8	-4	5	2.4	13
17	O=C(Nc1cccc(C(=O)N2CCOCC2)c1)C1CC1	0.5	0.8	-6	1	6	0	·	·	7
18	CCOC(=O)C(C(=O)OCC)C1OC(=O)c2cc3c(cc21)C(=O)OC3C(C(=O)OCC)C(=O)OCC (stereo not given)	·	-0.3	-8	22	2	2	-5	1.5	4
19	Cn1c(-c2ccccc2)cccc1=O	-0.4	-2.4	5	-3	1	-2	1	-1.7	6
20	NC(=O)C1CCN(C(=O)Nc2csc3ccccc23)CC1	0.0	-1.1	·	8	-4	-1	6	-0.4	21
21	COCCNC(=O)CCCC(=O)NCCOC	-1.4	0.2	-3	2	5	4	-4	2.4	10
22	N/C(Cn1cncn1)=N\OC(=O)c1ccc(Cl)cc1	·	0.1	2	-4	-4	0	-11	-0.1	-1
23	S=c1[nH]c(-c2ccccc2)cn1/N=C/c1ccc(Br)cc1	·	-0.6	-3	15	2	33*	9	-0.4	1
24	O=C(NC(c1ccccc1)c1ccccc1)c1cccc(S(=O)(=O)NCc2ccccc2)c1	·	-0.2	2	2	-4	4	-31	0.7	9
25	COc1ccc(S(=O)(=O)N2CCC(C(=O)N[C@@H](C)C(=O)N3CCCCCC3)CC2)cc1	1.0	-1.3	2	0	-4	-3	0	0.5	3
26	CN1C=C/C(=C\c2cc[n+](C)c3ccccc23)c2ccccc21	5.8	-1.0	-5	14	-32	0	·	·	1
27	CC1(C)C(=O)OC(c2ccc([N+](=O)[O-])cc2)C(C)(C)C1=O (stereo not given)	-0.8	-1.1	9	7	-4	-2	-4	-0.8	8
28	COc1ccc(CNC(=O)CCSc2ccc(F)cc2)cc1OC	·	-2.1	-1	2	6	-1	-8	-0.7	-2
29	CC1Oc2ccccc2C(=O)N(CC(=O)c2ccc3c(c2)OCCO3)C1=O (stereo not given)	·	-3.3	-4	4	-4	-1	1	1.7	2
30	Clc1cccc(Cl)c1C[n+]1ccc2ccccc2c1	0.0	-1.1	-10	-52	-8	8	-3	0.5	-1

Copied from the listing, 2 compounds:
item	SMILES	BioA inh	FadD28 binding	BoNT-F LC inh	MazF activator	PrPC surface inh	Mtb FBA inh	Rv3671c inh	Mtb UGM inh	GDH-TPI inh
18	CCOC(=O)C(C(=O)OCC)C1OC(=O)c2cc3c(cc21)C(=O)OC3C(C(=O)OCC)C(=O)OCC (stereo not given)	·	-0.3	-8	22	2	2	-5	1.5	4
19	Cn1c(-c2ccccc2)cccc1=O	-0.4	-2.4	5	-3	1	-2	1	-1.7	6

Continued:
item	SMILES	BioA inh	FadD28 binding	BoNT-F LC inh	MazF activator	PrPC surface inh	Mtb FBA inh	Rv3671c inh	Mtb UGM inh	GDH-TPI inh
31	CN(Cc1ccco1)C(=O)c1ccc(N2CCCC2=O)cc1	-1.0	-0.5	-15	3	-14	-1	0	0.1	2
32	CCOc1ccccc1CN1CCN(C2CCC2)CC1CCO (stereo not given)	-1.2	0.1	20	8	3	1	-3	-1.4	3
33	COc1ccc(NC(=O)c2ccc3c(=O)n(CC4CCCO4)c(=S)[nH]c3c2)c(OC)c1 (stereo not given)	-0.2	-2.1	-5	18	-1	1	2	1.7	0
34	Nc1cccc(-c2cn(-c3cc4cc(C#CC5(O)CCCCC5)ccc4oc3=O)nn2)c1	-0.9	-3.7	1	6	6	0	4	2.5	4
35	CCCCOc1ccc(C(=O)N2CCN(CC(=O)Nc3ccc(C)cc3)CC2)cc1OC	0.9	-0.5	18	14	-1	2	-2	-2.8	5
36	C/C(=N\N=C(N)N)c1cccc(Cl)c1	-1.3	-3.4	-3	-9	1	1	-2	-1.1	-4
37	Cc1ccccc1CS(=O)(=O)Cc1ccc(C(=O)NC2CCCCC2)o1	1.7	0.9	2	-27	-5	-1	-1	0.5	1
38	CCCN1CCN(CCCNC(=O)C(CC)n2nc(C)n3c(cc4occc43)c2=O)CC1 (stereo not given)	-0.3	-3.9	1	-4	-12	-2	-7	-0.6	6
39	Clc1ccc(-c2nnc3sc(Cc4cccs4)nn23)cc1	3.3	-1.0	-11	0	3	3	-9	-2.9	3
40	CCN(CC)C(=O)CCc1nnc(Cc2cccc(C(F)(F)F)c2)o1	·	-1.7	-4	7	6	2	-8	0.2	0
41	Nc1ncnc2c1ncn2[C@H]1C[C@H](O)[C@@H](COP(=O)(O)O)O1	-2.1	-0.9	1	2	10	1	4	4.7	1
42	Cc1ccc(NC(=O)c2ccc(F)cc2)nc1	·	-2.3	-2	-24	-2	1	-5	1.7	-2
43	O=C(c1cccc(Cl)c1)N(Cc1cccs1)C1CCS(=O)(=O)C1 (stereo not given)	4.2	-1.8	14	-2	-5	-3	-3	-3.2	12
44	Cc1nnc(SCC2=C(C(=O)O)N3C(=O)C(NC(=O)c4cc(F)c(F)cc4Cl)C3SC2)s1 (stereo not given)	-0.2	-2.1	2	10	0	-11	0	1.8	-4
45	O=C1N=C(N2CCCCC2)S/C1=C/C1=Cc2ccccc2OC1	·	-5.3	-7	-13	-9	-2	0	1.4	2
46	CC(OC(=O)CNC(=O)c1ccc2c(c1)OCO2)C(=O)NCCC1=CCCCC1 (stereo not given)	0.5	-0.9	-35	2	-3	2	8	-0.5	8
47	CCCCNC(=O)Cn1c(=O)c2c(ncn2CCC(C)C)n(Cc2ccccc2)c1=O	-2.4	-0.7	-5	2	4	2	-3	-1.3	1
48	CCc1ccc(CNC(=O)C2Cc3cc(S(=O)(=O)N4CCCC4)ccc3N2C(C)=O)cc1 (stereo not given)	-1.7	1.3	-2	3	0	2	1	1.2	3
49	COc1ccc(-c2[nH]c(-c3ccc(F)cc3)nc2SCC(=O)NC2CCCC2)cc1	2.9	-0.6	2	7	2	9	10	-4.1	10
50	Cc1cc(-n2nc(C)cc2C)nc(N)n1	-3.3	-1.6	11	8	7	2	6	2.9	-2
51	Cc1cc(NC(=O)CCC(=O)N(Cc2ccco2)C2(C(=O)NC3CCCC3)CCCCC2)no1	·	-0.9	-11	5	-2	0	-7	2.3	-5
52	CCCN1Cc2cccc(C(=O)NCc3cccs3)c2C1=O	-1.2	-0.4	14	3	5	5	-3	-1.6	-1
53	COC(=O)c1nn(-c2cccc(C)c2)c2nnc(Cc3ccc(C)cc3)c(=O)n12	·	-2.6	-10	7	0	-2	-8	?	-4
54	Oc1ccc2ccccc2c1C=Nc1ccccc1Br	-1.6	0.0	?	4	-2	-1	-9	1.6	8
55	Cc1ccccc1-n1cnnc1SCC(=O)Nc1cccnc1Cl	·	-3.1	-3	5	0	-1	1	-0.3	-12
56	CCOC(=O)c1c(-c2ccc(C)cc2)csc1NC(=S)NC(=O)c1ccccc1	0.2	-3.4	-6	-4	12	0	4	-0.8	6
57	COc1cc(OC)c2c(C)cc(=O)oc2c1	0.8	-2.6	-7	-7	-1	+	7	4.4	21
58	COc1cccc(C(=O)O/N=C(\C)c2cnccn2)c1	·	-4.1	-2	3	3	-1	2	0.7	2
59	CC(=O)Nc1cccc(NC(=O)CSc2nn3c(=O)c(C)nnc3s2)c1	-0.2	-5.0	-3	5	12	-2	6	4.3	0
60	O=[N+]([O-])c1ccc(NN=Cc2cccc3ccccc23)nc1	-0.7	-3.2	-4	123*	0	-1	·	·	0

Complete entries, looked up by structure. Order of values: BioA inh	FadD28 binding	BoNT-F LC inh	MazF activator	PrPC surface inh	Mtb FBA inh	Rv3671c inh	Mtb UGM inh	GDH-TPI inh
CCCN1Cc2cccc(C(=O)NCc3cccs3)c2C1=O in the list: -1.2	-0.4	14	3	5	5	-3	-1.6	-1
COc1cc(OC)c2c(C)cc(=O)oc2c1 in the list: 0.8	-2.6	-7	-7	-1	+	7	4.4	21
COc1ccc(-c2[nH]c(-c3ccc(F)cc3)nc2SCC(=O)NC2CCCC2)cc1 in the list: 2.9	-0.6	2	7	2	9	10	-4.1	10

Further entries:
item	SMILES	BioA inh	FadD28 binding	BoNT-F LC inh	MazF activator	PrPC surface inh	Mtb FBA inh	Rv3671c inh	Mtb UGM inh	GDH-TPI inh
61	O=C(c1ccc(-c2nc3ccccc3s2)o1)N1CCN(c2ccccc2O)CC1	8.7	-2.4	1	-5	-16	0	-6	3.8	16
62	Fc1cccc(CSc2nnc3c(n2)[nH]c2ccccc23)c1	·	-3.7	-11	-12	-4	2	-16	0.4	-9
63	COc1cccc2oc3cc(C#CC4(O)CCCCC4)ccc3c(=O)c12	-0.8	-9.6	2	21	-3	18	-17	-0.8	13
64	COC(=O)C(Cc1cnc[nH]1)NC(=O)C1CCC(=O)N1 (stereo not given)	1.4	-3.1	3	13	7	0	1	2.2	0
65	CS(=O)(=O)N(CC(=O)N1CCOCC1)c1cccc([N+](=O)[O-])c1	-0.4	-0.6	1	5	-2	0	11	-1.8	1
66	COc1ccc(NC(=O)c2ccco2)c(OC)c1	-1.2	-2.2	5	-4	-3	0	5	0.9	3
67	O=C1CC(c2ccc(S(=O)(=O)NCCOc3ccccc3)cc2)CN1 (stereo not given)	-4.5	-2.6	2	-3	-6	-2	-4	2.2	-5
68	CCn1c(CN2CCOCC2)nnc1SCC(=O)Nc1cccc(C)c1	1.3	-1.9	0	2	-4	2	0	0.1	-10
69	O=Cc1cc(Br)c(OC(=O)N2CCOCC2)c(Br)c1	0.7	-1.2	22	-2	10	5	8	0.2	4
70	O=C1C(=O)N(CCN2CCOCC2)C(c2cccc(Cl)c2)/C1=C(/O)c1ccc2c(c1)OCO2 (stereo not given)	-0.7	-0.4	1	-1	5	2	-4	6.2	18
71	COCc1cc(=O)n2[nH]c(C(C)(C)C)cc2n1	-0.6	-3.2	?	-1	2	19	-3	0.0	-2
72	CCOc1ccc(-c2noc(CCC(=O)NCC3CCCO3)n2)cc1OC (stereo not given)	-1.3	0.8	-3	6	0	2	-1	0.4	-3
73	Cc1ccc(C(=O)O)cc1NC(=S)NC(=O)c1ccc([N+](=O)[O-])cc1Cl	·	-3.7	-1	-3	-19	0	1	0.3	9
74	Fc1c(F)c(C(F)(F)F)c(F)c(F)c1N1CCN(c2ccc3nnc(C(F)(F)F)n3n2)CC1	-1.0	-4.1	?	6	0	-4	-4	0.6	-11
75	O=C(c1cc(-c2ccccc2)nc2ccccc12)N1CCc2ccccc2C1	·	-1.4	-4	-5	8	1	-12	-1.9	3

Screening data as filed in PubChem.
